ELG1 genotoxic – induces genotoxicity in HEK293T cells with luciferase-tagged ELG1. HEK293T ELG1-luciferase reporter, luminescence, 16 h. Potency, µM (doses to about 46 µM), for the others: at the highest dose activity change, positive = activation, actives largely listed as activators. 330,000 compounds, 1.3% hits; further: potency means the concentration at half of the fitted maximal effect; % of control where 0% means no effect; nearly all actives have a fitted effect of over 60% in size
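Quantitative HTS format in 1536-well plates. HEK293T ELG1-luciferase reporter cells receive test compound and are incubated 16 hr at 37 °C, 5% CO2; ONE-Glo added, 30 min room temperature, then luminescence read.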
VP16 counter – Gal4-VP16 reporter inhibition counter-screen | Drosophila S2 Gal4-VP16 UAS-luciferase, luminescence, 20 h | Potency, µM (titrated, usually from 53.6 µM), for the others: at the highest dose activity, negative = inhibition, actives largely listed as inhibitors | 310,000 compounds, 3.5% hits;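 further: Gal4-VP16 expression switched on by copper sulfate through the metallothionein promoter; potency means the concentration at half of the fitted maximal effect; on the % scale 0 is the no-effect control and ±100 the full control effect; nearly all actives have a fitted effect of over 50% in size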
BRCA1 expr up – activators of BRCA1 expression; MCF7-BRCA1-FFLuc reporter, luminescence, 48 h; response scale: scaled: vehicle 0%, 10 µM genistein 100%; 380,000 compounds, 1.1% hits; Potency, µM (series often up to 46.1 µM), for the others: at the top dose activation, usual class: activators; further: potency means the concentration at half of the fitted maximal effect; nearly all actives have a fitted effect of over 80% in size; some results filed as inactive show a strong effect at the top dose
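Compounds are tested at multiple concentrations on MCF7 BRCA1-luciferase reporter cells seeded at 2000 per well; after 48 h, a single luminescence end-point is taken and curves fitted to the normalized data.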
TRPV1 ag – agonists of human vanilloid receptor 1 (TRPV1); Q8NER1; TRPV1-expressing cells, Fluo-8 calcium influx, agonist mode; activation, % at 8.33 µM; 320,000 compounds, 0.19% hits; AID 540275; in the data active means activation above about 80%; inconclusive means between about 30% and that limit; further: 0% is about no effect
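Fluo-8 calcium influx in TRPV1-expressing cells, kinetic read (ex 480/em 520 nm). Compound added and read 3 min for agonist activity, followed by capsaicin at EC20 final and 2 min further read for enhancement.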
p53 reactivator – mutant p53 re-activation in reporter cells. Potency, µM (titrated, usually from 92.2 µM), for inactives: at the top dose activity change, positive = activation, actives largely listed as activators. AID 504706. 320,000 compounds, 0.063% hits. H1299 p53-A138V BP100-luciferase reporter, luminescence, 24 h; further: potency means the concentration at half of the fitted maximal effect; % of control where 0% means no effect; nearly all actives have a fitted effect of over 45% in size
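H1299 (p53-null), stable ts p53-A138V + BP100-Luc; 1000 cells/well, Opti-MEM/10% FBS; cpd 4 pt, 1:5; 24 h, 37 deg C, 5% CO2; detection reagent 10 min RT; luminescence.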
Rab9 prom act – activators of Rab9 promoter | Huh7 Rab9 promoter-luciferase reporter, luminescence, 24 h | Potency, µM (titrated, usually from 9.22 µM), without a hit: at the highest dose activation, negative = inhibition, most hits filed as activators | 320,000 compounds, 2.8% hits | AID 485297; further: potency means the concentration at half of the fitted maximal effect; % of control where 0% means no effect; nearly all actives have a fitted effect of over 60% in size
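Huh7 cells stably carrying a Rab9 promoter-luciferase reporter, 1500 cells per well in OP-MEM I with 10% FBS, treated with compound 24 hours at 37C. Luciferase activity read by luminescence after 10 minutes with Amplite reagent.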
Tb PFK inh – blocks T. brucei phosphofructokinase | 330,000 compounds, 0.17% hits | Potency, µM (doses to about 57.5 µM), for inactives: at the top dose activity, negative = inhibition, hits mostly inhibitors | AID 485367 | T. brucei PFK, ADP-Glo luminescence;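 further: potency means the concentration at half of the fitted maximal effect; 0% = uninhibited 1x PFK enzyme wells and -100% = no-enzyme wells; nearly all actives have a fitted effect of over 60% in size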
Target sequence (O15648 whole entry, looked up): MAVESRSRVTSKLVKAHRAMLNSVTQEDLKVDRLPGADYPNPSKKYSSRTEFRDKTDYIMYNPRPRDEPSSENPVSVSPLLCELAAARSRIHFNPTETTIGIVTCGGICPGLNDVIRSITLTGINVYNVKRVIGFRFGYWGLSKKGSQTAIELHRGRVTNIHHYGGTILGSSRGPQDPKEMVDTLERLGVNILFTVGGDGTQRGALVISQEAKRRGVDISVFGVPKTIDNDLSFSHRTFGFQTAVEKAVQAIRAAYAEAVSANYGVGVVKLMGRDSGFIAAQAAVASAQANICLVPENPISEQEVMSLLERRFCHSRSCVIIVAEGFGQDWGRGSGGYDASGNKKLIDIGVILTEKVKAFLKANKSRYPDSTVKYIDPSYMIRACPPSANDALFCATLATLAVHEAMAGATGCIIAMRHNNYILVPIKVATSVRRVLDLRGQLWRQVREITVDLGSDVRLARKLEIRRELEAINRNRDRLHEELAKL
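1.25 nM PFK with 0.5 mM F6P and 0.1 mM ATP in 0.1 M TEA pH 8.0, 5 mM MgCl2, incubated 45 min at room temperature; ADP measured by ADP-Glo luminescence; compounds titrated up to 57 uM.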
ELG1 repair inh – blocks ELG1-dependent DNA repair in HEK293T cells; HEK293T ELG1-luciferase reporter, luminescence, 16 h; DNA damage induced by 5-fluorouridine; Potency, µM (highest dose often 46.1 µM), inactives show at the top dose activity change, negative = inhibition, actives largely listed as inhibitors; 330,000 compounds, 2.3% hits; AID 504467; further: potency means the concentration at half of the fitted maximal effect; on the % scale 0 is the no-effect control and ±100 the full control effect; nearly all actives have a fitted effect of over 55% in size
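Cells (2,000 per well) received 5-fluorouridine plus test compound or DMSO and were incubated 16 hr at 37 °C, 5% CO2. Luciferase activity was read by luminescence 30 min after ONE-Glo addition; signal suppression marked inhibition of damage-induced ELG1 function.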
NPC1 promoter act – NPC1 promoter activation. 320,000 compounds, 2.4% hits. Potency, µM (top dose mostly 9.22 µM), without a hit: at the top dose activation, most hits filed as activators. Huh7 NPC1 promoter luciferase reporter, 24 h;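 further: potency means the concentration at half of the fitted maximal effect; % of control where 0% means no effect; nearly all actives have a fitted effect of over 60% in size; reporter is driven by a mutant NPC1 promoter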
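Stably transfected Huh7 (NPC1 promoter→luciferase), 1500 cells/well in Opti-MEM + 10% FBS, 2 h settle, then compound 24 h at 37 °C. Luminescence after 10 min with Amplite reagent.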
FLuc counter – counter-screen for miR-21 project: firefly luciferase inhibitors or activators | P08659 | purified FLuc, Km substrates, luminescence inhibition | Potency, µM (series often up to 57.5 µM), without a hit: top-dose activity change, negative = inhibition, actives largely listed as inhibitors | 360,000 compounds, 6.9% hits | AID 588342;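 further: potency means the concentration at half of the fitted maximal effect; plate controls were vehicle for no effect and reference inhibitor for full effect; nearly all actives have a fitted effect of over 55% in size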
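Purified P. pyralis luciferase (10nM final) with 10uM D-luciferin and 10uM ATP (Km levels) in 50mM Tris acetate pH 7.5, 10mM Mg acetate, 0.01% Tween-20, 0.05% BSA; qHTS 6-point titration, ~60 µM downward; luminescence read.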
RORgamma inh – ROR gamma (mouse) transcription inhibition; Drosophila S2 Gal4-RORgamma UAS-luciferase reporter, 20 h; AID 2551; P51450; 310,000 compounds, 5.4% hits; Potency, µM (highest dose often 53.6 µM), inactives show at the highest dose activity change, negative = inhibition, most hits filed as inhibitors; further: potency means the concentration at half of the fitted maximal effect; on the % scale 0 is the no-effect control and ±100 the full control effect; nearly all actives have a fitted effect of over 60% in size
Target sequence (P51450 whole entry, looked up, the tested form may be a part): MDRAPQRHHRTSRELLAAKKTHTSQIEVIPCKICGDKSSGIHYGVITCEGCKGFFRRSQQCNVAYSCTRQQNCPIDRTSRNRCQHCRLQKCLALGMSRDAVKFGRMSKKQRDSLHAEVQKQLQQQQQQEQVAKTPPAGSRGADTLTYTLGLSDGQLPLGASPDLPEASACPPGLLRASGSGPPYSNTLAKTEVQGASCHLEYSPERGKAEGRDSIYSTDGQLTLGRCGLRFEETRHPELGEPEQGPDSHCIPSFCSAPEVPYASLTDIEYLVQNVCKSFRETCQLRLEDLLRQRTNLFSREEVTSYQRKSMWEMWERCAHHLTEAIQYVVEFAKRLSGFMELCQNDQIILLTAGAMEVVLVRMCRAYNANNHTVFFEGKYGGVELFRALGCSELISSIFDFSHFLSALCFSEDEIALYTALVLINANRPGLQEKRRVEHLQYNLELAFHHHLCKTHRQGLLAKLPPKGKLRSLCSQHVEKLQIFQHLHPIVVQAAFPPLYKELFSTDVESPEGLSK
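Luciferase reporter read in Schneider cells carrying Gal4-RORγ (mouse) and UAS-Photinus luciferase; cells given compound 1 h before 700 uM copper sulfate induction, then incubated 20 h at ambient temperature.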
An asterisk follows results filed as active; ? = inconclusive; . = not tested or not shown; [ ] = dose if it differs, or a comment. Unless noted, the call rests on the fitted dose curve; in most records, active means well fitted curve in the direction sought with a large enough effect; inconclusive means small, poorly fitted or top-dose-only effect, or another doubt; inactive means no such curve, though single readings can be large; an effect the other way counts as inactive or inconclusive.

SMILES | ELG1 genotoxic | VP16 counter | BRCA1 expr up | TRPV1 ag | p53 reactivator | Rab9 prom act | Tb PFK inh | ELG1 repair inh | NPC1 promoter act | FLuc counter | RORgamma inh
COc1ccccc1N(Cc1ccccc1)S(=O)(=O)c1cccc(C(=O)NCC2CCCO2)c1 (stereo not given) | -7% | . | -15% | 20 | -12% | 1% | 3% | ? | 3% | 2% | .
COCCCNC(=O)c1ccccc1-c1cc(C)no1 | -1% | 0% | -1% | 1 | 3% | -3% | 0% | 10% | 1% | 1% | -1%
COc1ccc(OC)c(C(=O)c2ccccn2)c1 | -4% | -3% | 11% | 0 | 2% | ? | 9% | 9% | -3% | 1% | 7%[1.91 µM]
COCc1c(C(=O)OCC(=O)NCCN2C(=O)CSC2=O)oc2ccccc12 | 2% | ? | 0% | -1 | 2% | -6% | -2% | 15% | 3% | 2% | 1%
Cc1ccnc(NS(=O)(=O)c2ccc(NC(=O)CSc3nc(-c4ccccc4)cc(=O)[nH]3)cc2)n1 | 1% | -7% | -2% | 2 | 1% | -12% | -5% | 7% | -1% | 13µM* | 17%
COC(=O)CC1(c2cccc3ccccc23)C(=O)c2ccccc2C1=O | 15% | 13% | -42% | 1 | -13% | 0% | -3% | ? | -1% | -1% | -30%
Cn1c(N)c(C(=O)COC(=O)/C=C/c2ccc(OC(F)F)cc2)c(=O)n(C)c1=O | -6% | -14% | -10% | -3 | -2% | -2% | 1% | -14% | -3% | -3% | 6%
S=C(Nc1ccccc1)Nc1ccc(Cl)cc1Cl | 21µM* | -12%[0.365 µM] | ? | -2 | ? | ? | -15% | 8% | 3.2µM* | 27µM* | ?
Cc1nn(CCCC(=O)NCc2ccc(Cl)cc2)c(C)c1[N+](=O)[O-] | -1% | -5% | 0% | 15 | -5% | -4% | -2% | -7% | -3% | 6% | 27%
CC(C)Cc1n[nH]c(=O)c2c1nnn2Cc1ccccc1F | 1% | 3% | -9% | 0 | 0% | -1% | 11% | 2% | -2% | 0% | -1%
N#CC(C#SN)=C1CCCCC1 | -5% | ? | -28% | -3 | 30% | 2% | -5% | ? | 5% | -10% | -30%
COCCNC(=O)c1ccc(CS(=O)(=O)c2c(Cl)cccc2Cl)o1 | 5% | 10% | 4% | -2 | 14% | 1% | -2% | 4% | -5% | 7% | 8%
Nc1ccc(-c2nc3ccc([N+](=O)[O-])cc3[nH]2)cc1 | 3.7µM* | -21% | 2µM* | 15 | ? | 1.4µM* | -3% | ? | 2.2µM* | 3.4µM* | 28%[10 µM]
Cc1cccc(NC(=O)C2CC(=O)N(c3ccccc3)C2)c1C (stereo not given) | -1% | -7% | -28% | 1 | -2% | 3% | -1% | 9% | 6% | -2% | 1%
COc1ccccc1C(C)NS(=O)(=O)c1ccc(Cl)nc1 (stereo not given) | -2% | . | -23% | 0 | 2% | -6% | 1% | -3% | 0% | 1% | .
Cc1ccc(CC(=O)NCc2cccnc2)cc1 | 2% | 5% | . | -3 | 5% | -9% | -2% | 5% | 0% | -1% | 4%
COc1cc(C(=O)Oc2c(CN3CCOCC3)cc(Cl)c3cccnc23)cc(OC)c1OC | 20% | 2.5µM* | -74% | 16 | 1% | -25% | 1% | ? | -4% | 5% | 4.5µM*
COc1cc(NC(=O)CCS(=O)(=O)c2ccc3nc(C)sc3c2)cc(OC)c1OC | 3% | 4% | 0% | -5 | -4% | 0% | -22% | 10% | -1% | 5% | 1%
Cc1cccc(-n2ncc3c(=O)[nH]c(SCC(=O)N4CC(=O)Nc5ccccc54)nc32)c1 | 1% | . | -13% | -1 | 0% | 0% | -5% | 15% | 1% | 2% | .
CCc1ccc2oc(=O)cc(CN3CCCCC3)c2c1 | 4% | 0% | -7% | 25 | 3% | 0% | -5% | 1% | 1% | -2% | -6%
COc1ccc(C2N(C(=O)c3ccccc3)CCN2C(=O)c2ccc(C)cc2)cc1 (stereo not given) | 1% | -1% | 5% | -6 | -5% | 4% | 1% | -12% | -1% | 0% | 10%
CC(OC(=O)c1c(F)cccc1F)C(=O)NCCC1=CCCCC1 (stereo not given) | 1% | . | -1% | . | 0% | . | -7% | 17% | . | . | .
CCOCCCNC(=O)/C(C#N)=C/c1ccc([N+](=O)[O-])o1 | -13% | 1% | -10% | -1 | -8% | -12% | 3% | ? | -40%[inhibitor] | -3% | 12%
COc1ccc(C2=NC(C(F)(F)F)(C(F)(F)F)c3c(n(C)c(=O)n(C)c3=O)N2)cc1 | -9% | -14% | -18% | 3 | -2% | -4% | -14% | 0% | 0% | 0% | 1%
CCc1ccc(N(CC(=O)NCc2ccc(F)cc2)C(=O)c2csnn2)cc1 | 5% | 26% | 0% | 0 | 3% | -1% | 3% | -13% | -1% | -1% | 4%
CCOC(=O)c1cnc2c(-c3ccccc3)c(C)nn2c1N | ? | 12% | 33% | 7 | 3% | 21% | 1% | ? | 22% | ? | -9%
CCCCCC(=O)Nc1nnc(CCc2ccccc2)s1 | 2% | ? | 2% | -2 | . | 4% | -1% | 12% | -1% | -3% | 13µM*
CCNC(=O)/C(C#N)=C/c1c(N2CCN(C)CC2)nc2c(C)cccn2c1=O | -2% | 2% | 1% | 0 | 0% | 1% | 1% | 0% | -1% | -1% | -1%
CC#CC(=O)N1CCCC(Cc2cccc(OC)c2)(C(=O)OCC)C1 (stereo not given) | 16% | 6% | ? | 3 | 14% | ? | -7% | ? | ? | 24µM* | 20%
Cc1ccc(Oc2nc3c(c(=O)n(C)c(=O)n3C)n2C)cc1C | -13% | 11% | -10% | 2 | -4% | -5% | 2% | ? | -1% | 1% | 6%
O=C(COc1ccccc1-c1ccccc1)N/N=C/c1ccccn1 | -7% | ? | -20% | 6 | -5% | -3% | 2% | ? | -9% | -2% | ?
Cc1ccccc1NS(=O)(=O)c1cc2c3c(c1)C(C)C(=O)N3CCC2 (stereo not given) | 0% | -2% | -6% | 2 | 8% | 0% | 0% | -4% | -1% | 0% | 21%
O=c1c2cc(F)ccc2sn1-c1ccc(F)cc1 | 0% | . | 11% | 22 | ? | 30% | 7.6µM* | 19% | 17% | ? | .
CS(=O)(=O)n1nc(C(=O)N2CCOCC2)nc1N | 0% | 3% | 28% | -2 | 12% | -8% | -3% | 20% | -2% | -1% | 1%
COc1cccc(CNC(=O)Cc2ccc(Br)cc2)c1 | 1% | -5% | 14% | ? | -6% | -4% | -3% | 12% | 0% | -9% | ?
CCOc1ccc(-c2nnc(SCC(=O)N3CCNC3=O)o2)cc1 | ? | . | ? | 1 | 31% | 2µM* | -5% | ? | 2µM* | 5.4µM* | .
COC(=O)c1ccc(NC(=O)CN(C)Cc2cccc(F)c2)cc1 | 2% | 0%[10 µM] | 0% | 20 | -1% | -4% | -1% | -7% | -2% | -4% | 21%
O=C(NCCCN1CCCC1=O)c1csc2ccccc12 | ? | 23% | 65% | -3 | 12% | -1% | -13% | ? | 13% | -14% | 8%
CC1(C)CC(NC(=O)c2cccc(Cl)c2)CC(C)(C)N1 | -4% | -9% | -1% | 1 | -13% | -3% | -3% | -20% | 2% | 0% | -26%
CCCC(=O)Nc1ccc(N2CCN(C(=O)c3cc4ccccc4o3)CC2)cc1 | 3% | 6% | -7% | 0 | 5% | -2% | 1% | 10% | -3% | -16% | 11%
CN1C(=O)N(CC(=O)N2CCN(c3ncccn3)CC2)C(=O)C12CCCCC2 | -1% | . | -1% | 2 | 0% | 5% | 6% | 8% | 7% | 1% | .
CC(=O)C1=C(O)CC(c2ccccc2)CC1=NCCc1ccccc1 (stereo not given) | -9% | 7% | -2% | 22 | -5% | 9% | -3% | -20% | -2% | -10% | 27%
Cn1c2c(c(=O)n(C)c1=O)C(c1ccc(Br)cc1)C(C#N)=C(N)N2 (stereo not given) | 4% | -5% | 0% | 6 | . | ? | -2% | 2% | 0% | 2% | 42%
CN(CCOc1ccc(Cl)cc1)Cc1cccc(S(=O)(=O)N(C)C)c1 | -14% | 5% | -65% | 5 | 12% | -10% | 3% | ? | -10% | 1% | 5%
CC(C)CN1CN(S(=O)(=O)c2cccs2)c2nc3ccccc3nc21 | -1% | -19% | . | -1 | 5% | 0% | 0% | 25% | -3% | -2% | ?
CCn1c(COc2ccccc2C)nnc1SCC(=O)NCc1ccccc1 | 1% | -9% | 0% | 1 | -2% | 8% | -5% | -16% | 1% | -4% | 10%
